12-LOX inh – Primary qHTS assay for inhibitors of human arachidonate 12S-lipoxygenase (ALOX12): Round 2 | Potency, µM (series often up to 108 µM), without a hit: at the top dose activity change, negative = inhibition, most hits filed as inhibitors | purified 12hLO, xylenol orange hydroperoxide absorbance | Polyunsaturated fatty acid lipoxygenase ALOX12 (Homo sapiens), P18054 | 1.1% of 580,000 active; also: potency is read from the fitted curve at half-maximal effect; % is scaled to controls: 0 for no effect and ±100 for the full control effect
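Purified human 12hLO at 150 nM in 25 mM Hepes, 0.01% Triton X-100, pH 7.0, preincubated 15 min at room temperature with compound. Reaction started with 40 uM arachidonic acid, 30 min at room temperature. Hydroperoxide measured by Fe-xylenol orange, 573/405 nm absorbance ratio.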
LDHA inh – qHTS assay for inhibitors of human lactate dehydrogenase | L-lactate dehydrogenase A chain (Homo sapiens), P00338 | purified LDHA, NADH/diaphorase-resazurin fluorescence; active compounds read low | activity change, % (values are at about 110 or 230 µM) | 0.15% of 480,000 active; in the data active = activity change below about -30%; inconclusive = mostly about -25% to -30%;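 also: plate controls were DMSO wells for no effect and wells without enzyme for full effect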
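Remaining NADH was detected by diaphorase (0.133 mg/mL) converting 37 µM resazurin to fluorescent resorufin, read at 0 and 20 minutes. The preceding 5-minute room-temperature reaction used 2 nM LDHA, 0.2 mM sodium pyruvate and 0.06 mM NADH at pH 7.4.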
Apoferritin bind – qHTS Assay for Identification of Novel General Anesthetics | Ferritin light chain (Equus caballus), P02791 | apoferritin/1-aminoanthracene competitive binding, fluorescence | Potency, µM (top dose mostly 77.5 µM), for the others: at the highest dose activity change, negative = displacement, actives largely listed as inhibitors | 0.074% of 350,000 active | AID 485281, 2010; also: potency is read from the fitted curve at half-maximal effect; % is scaled to controls: 0 for no effect and ±100 for the full control effect; nearly all actives have a fitted effect of over 20% in size
Target sequence (P02791 2-175 limits assumed): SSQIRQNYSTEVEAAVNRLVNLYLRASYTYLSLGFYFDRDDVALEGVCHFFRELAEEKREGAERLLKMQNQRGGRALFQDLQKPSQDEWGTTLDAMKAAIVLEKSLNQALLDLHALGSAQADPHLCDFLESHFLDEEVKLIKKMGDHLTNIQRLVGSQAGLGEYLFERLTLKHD
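Apoferritin-based anesthetic binding model; compound displacement of fluorescent 1-AMA measured as endpoint fluorescence after 10 minutes at room temperature, scaled to free-ligand and complex controls.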
POLK inh – qHTS for Inhibitors of Polymerase Kappa; DNA polymerase kappa (Homo sapiens), Q9UBT6; purified Pol kappa, fluorescent DNA synthesis assay, 10 min; Potency, µM (series often up to 107 µM), for inactives: at the top dose activity, negative = inhibition, usual class: inhibitors; 0.53% of 400,000 active; also: potency is read from the fitted curve at half-maximal effect; % is scaled to controls: 0 for no effect and ±100 for the full control effect
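Kinetic fluorescence readout at 0 and 10 min followed reaction start with substrate at 50 nM final. Beforehand, enzyme (10 nM Pol kappa) stood 15 min with compound at room temperature; buffer-only wells were negative controls.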
Pol eta inh – qHTS for Inhibitors of Polymerase Eta. DNA polymerase eta (Homo sapiens), Q9Y253. recombinant Pol eta, fluorescent DNA replication assay. Potency, µM (top dose mostly 114 µM), for the others: top-dose activity change, negative = inhibition, hits mostly inhibitors. 1.2% of 390,000 active. AID 588591, 2011; also: potency is read from the fitted curve at half-maximal effect; % is scaled to controls: 0 for no effect and ±100 for the full control effect
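Fluorescent replication assay: 50 nM final substrate added after a 15 min room-temperature compound preincubation with 10 nM enzyme. Signal taken at 0 min and again at 10 min.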
Pol beta inh – qHTS Assay for Inhibitors of DNA Polymerase Beta. AID 485314, 2010. Potency, µM (top dose mostly 114 µM), inactives show at the top dose activity change, negative = inhibition, usual class: inhibitors. Pol beta primer extension/strand displacement, fluorescence kinetic. P06746. 1.3% of 340,000 active; also: potency is read from the fitted curve at half-maximal effect; % is scaled to controls: 0 for no effect and ±100 for the full control effect
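Values derive from four-parameter Hill fits of normalized kinetic data: reads at 0 and 10 min following addition of 50 nM substrate to 10 nM Pol beta preincubated 15 min with compound.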
APEX1 inh – qHTS Assay for Inhibitors of the Human Apurinic/apyrimidinic Endonuclease 1 (APE1) | DNA repair nuclease/redox regulator APEX1 (Homo sapiens), P27695 | recombinant APE1, TAMRA/BHQ-2 abasic DNA cleavage fluorescence | Potency, µM (top dose mostly 65.8 µM), without a hit: top-dose activity change, negative = inhibition, most hits filed as inhibitors | 0.35% of 350,000 active;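 also: potency is read from the fitted curve at half-maximal effect; plate controls were vehicle for no effect and reference inhibitor for full effect; nearly all actives have a fitted effect of over 55% in size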
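Step 1: APE1 (0.75 nM) with compound, 15 min RT. Step 2: add 50 nM fluorophore/quencher THF duplex. Step 3: three fluorescence reads 60 s apart (525/598 nm); read 3 minus read 1 = reaction progress.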
ERG-DNA inh – qHTS for Small Molecule Inhibitors of the ERG Ets/DNA interaction | fluorescence polarization, His-ERG Ets domain / labelled DNA | Transcriptional regulator ERG (Homo sapiens), P11308 | 0.028% of 370,000 active | Potency, µM (highest dose often 76.9 µM), without a hit: top-dose FP activity, negative = inhibition, actives largely listed as inhibitors; active = well fitted inhibition curve with a large enough effect in the polarisation, with a control signal flat; inconclusive = small, poorly fitted or top-dose-only effect, or effect the other way, or a change in a side signal; inactive = no such curve, though single readings can be large or run the other way; the % refers to the polarisation;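 also: polarization taken with two DNA probes labelled with fluorescein and Texas red; potency is read from the fitted curve at half-maximal effect; % of control where 0% means no effect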
Target sequence (P11308 whole entry, looked up, the tested form may be a part): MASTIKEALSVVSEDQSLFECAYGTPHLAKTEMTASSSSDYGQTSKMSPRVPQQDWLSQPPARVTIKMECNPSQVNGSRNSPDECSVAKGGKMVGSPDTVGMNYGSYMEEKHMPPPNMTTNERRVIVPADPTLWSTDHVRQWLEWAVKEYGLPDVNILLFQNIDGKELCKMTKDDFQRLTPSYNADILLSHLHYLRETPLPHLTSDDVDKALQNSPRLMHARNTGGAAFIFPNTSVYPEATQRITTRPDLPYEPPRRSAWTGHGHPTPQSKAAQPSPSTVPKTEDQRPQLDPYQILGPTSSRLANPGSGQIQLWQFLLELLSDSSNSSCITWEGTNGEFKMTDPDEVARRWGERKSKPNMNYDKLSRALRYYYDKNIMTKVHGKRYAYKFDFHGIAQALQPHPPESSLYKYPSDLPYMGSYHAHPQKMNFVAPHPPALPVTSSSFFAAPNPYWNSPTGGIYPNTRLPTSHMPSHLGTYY
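His-tagged ERG Ets domain (1 uM in the protein solution; 300mM KCl, 50mM Tris-HCl, 1mM EDTA, 1mM DTT, pH 7.5) received compound, then a probe mix of 5 nM fluorescein-DNA and 100nM Texas-615-DNA. Fluorescence polarization was read for both dyes.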
RGS4 inh – Inhibitors of Regulator of G Protein Signaling (RGS) 4: qHTS | Regulator of G-protein signaling 4 (Homo sapiens), P49798 | Transcreener GDP fluorescence polarization, RGS4-accelerated GTP hydrolysis | Potency, µM (titrated, usually from 114 µM), without a hit: at the highest dose activity change, negative = inhibition, most hits filed as inhibitors | 0.039% of 390,000 active | AID 504845, 2011; also: potency is read from the fitted curve at half-maximal effect; % is scaled to controls: 0 for no effect and ±100 for the full control effect; nearly all actives have a fitted effect of over 75% in size; some results filed as inactive show a strong effect at the top dose
Target sequence (P49798 whole entry, looked up): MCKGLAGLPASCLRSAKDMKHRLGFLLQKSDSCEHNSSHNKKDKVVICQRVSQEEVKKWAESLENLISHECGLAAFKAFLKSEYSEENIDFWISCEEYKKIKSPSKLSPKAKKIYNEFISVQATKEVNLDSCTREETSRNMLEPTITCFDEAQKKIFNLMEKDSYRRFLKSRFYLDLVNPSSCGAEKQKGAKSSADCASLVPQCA
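MLSMR compounds (23 nl, pin-transferred) preincubated 10 min at room temperature with a 500nM (2x) first reagent, then RGS4 at 900nM (2x) plus Transcreener GDP mix added; fluorescence polarization (620/688 nm) read before and after 90 min at 30 °C.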
An asterisk follows results filed as active; [ ] = remark or other dose. Unless noted, calls follow the shape of the dose curve; as a rule, active = well fitted curve in the direction sought with a large enough effect; inconclusive = small, poorly fitted or top-dose-only effect, or another doubt; inactive = no such curve, though single readings can be large; an effect the other way counts as inactive or inconclusive.

`CC(C)C(=O)NNC(=O)c1c(O)c2ccccc2[nH]c1=O` gave 12-LOX inh 29%, LDHA inh 4, Apoferritin bind -3%, POLK inh -4%, Pol eta inh 0%, Pol beta inh 1%, APEX1 inh 0%, ERG-DNA inh -2% and RGS4 inh 10%.
Screening CCC(CC)NC(=O)C1CCN(c2ccc(S(=O)(=O)N3CCOCC3)cc2[N+](=O)[O-])CC1 returned 12-LOX inh inconclusive, LDHA inh 0, POLK inh -4%, Pol eta inh -7%, APEX1 inh 9%, ERG-DNA inh -6% and RGS4 inh 0%.
COc1ccc(NC(=O)CC2C(=O)OCC3CCCCN32)cc1Cl (centres undefined) was read as 12-LOX inh inconclusive, LDHA inh -3, Apoferritin bind -11%, POLK inh -22%, Pol eta inh inconclusive, Pol beta inh inconclusive, APEX1 inh -1%, ERG-DNA inh -9% and RGS4 inh 1%.
`CSc1ncc(Cl)c(C(=O)NCc2ccc(C)cc2)n1` gave 12-LOX inh 5%, LDHA inh -2, Apoferritin bind -15%, POLK inh 12%, Pol eta inh -16%, Pol beta inh 1%, ERG-DNA inh 7% and RGS4 inh 2%.
CCC(=O)Nc1ccc(NC(=O)CSc2nc3c(c(=O)n(C)c(=O)n3C)n2CC)cc1 was read as 12-LOX inh inconclusive, LDHA inh -1, Apoferritin bind 3%, POLK inh 8%, Pol eta inh -12%, Pol beta inh -13%, APEX1 inh 38%[activator], ERG-DNA inh 8% and RGS4 inh 4%.
For COc1cccc(N2CCN(CC(=O)NCc3ccccc3)CC2)c1 the results were 12-LOX inh 33%, LDHA inh -3, Apoferritin bind -4%, POLK inh -5%, Pol eta inh -26%, Pol beta inh 16%, APEX1 inh 9%, ERG-DNA inh -4% and RGS4 inh -5%.
Screening CCOC(=O)COc1nc(C)cc(C(F)(F)F)c1C#N returned 12-LOX inh -7%, LDHA inh -3, Apoferritin bind 14%, POLK inh -4%, Pol eta inh -9%, Pol beta inh 7%, APEX1 inh -5%, ERG-DNA inh 2% and RGS4 inh -6%.
Screening COc1ccc(C(=O)N/N=C/c2cccnc2)cc1 returned 12-LOX inh -8%, LDHA inh -1, Apoferritin bind 9%, POLK inh 2%[60.1 µM], Pol eta inh -16%, Pol beta inh -17%, APEX1 inh 57%, ERG-DNA inh 0% and RGS4 inh -6%.
O=C(OCC(=O)N1CCCCC1)c1ccc(OC(F)(F)F)cc1 was read as 12-LOX inh -16%, LDHA inh -6, POLK inh -14%, Pol eta inh -7%, APEX1 inh 11%, ERG-DNA inh -1% and RGS4 inh 14%.
For O=C(c1cccc(C(F)(F)F)c1)N1CCN(c2cc(=O)[nH]nc2-c2ccccc2)CC1 the results were 12-LOX inh -42%, LDHA inh -9, Apoferritin bind inconclusive, POLK inh -9%, Pol eta inh -2%, Pol beta inh 0%, APEX1 inh -4%, ERG-DNA inh -9% and RGS4 inh 21%.
Screening OCC1OC(n2cnc3c(NC4CCCCC4)ncnc32)C(O)C1O (centres undefined) returned 12-LOX inh -15%, LDHA inh -13, Apoferritin bind -10%, POLK inh -4%, Pol eta inh -18%, Pol beta inh 54%, APEX1 inh 13%, ERG-DNA inh -6% and RGS4 inh 18%.
COCCN(C(=O)Nc1ccccc1)C(C)c1cccnc1 (centres undefined) was read as 12-LOX inh -11%, LDHA inh -1, Apoferritin bind -4%, POLK inh -2%, Pol eta inh -9%, Pol beta inh 12%, APEX1 inh -3%, ERG-DNA inh -3% and RGS4 inh -12%.
`CC(Sc1nccn1C)C(=O)Nc1ccc(C(N)=O)cc1` (centres undefined) gave 12-LOX inh 0%, LDHA inh -3, POLK inh -9%, Pol eta inh -18%, APEX1 inh 11%, ERG-DNA inh -5% and RGS4 inh -4%.
Screening CCc1ccc(NC(=O)[C@H](C)NC(=O)C2CCN(C(=O)[C@@H](N)CC(C)C)CC2)cc1 returned 12-LOX inh 47%[activator], LDHA inh -8, Apoferritin bind -13%, POLK inh -5%, Pol eta inh -12%, Pol beta inh 43%, APEX1 inh 7%, ERG-DNA inh 10% and RGS4 inh -4%.
`COc1ccccc1CN1CCNC(=O)C1CC(=O)NCCCn1cccn1` (centres undefined) gave 12-LOX inh -18%, LDHA inh 2, Apoferritin bind 0%, POLK inh -8%, Pol eta inh 0%, Pol beta inh -9%, APEX1 inh -7%, ERG-DNA inh -1% and RGS4 inh 9%.
For CCOc1ccc(C(CC(=O)O)NC(=O)C23CC4CC(CC(C4)C2)C3)cc1OC (centres undefined) the results were 12-LOX inh 9%, LDHA inh -4, Apoferritin bind -4%, POLK inh -2%, Pol eta inh -7%, Pol beta inh 28%, APEX1 inh -6%, ERG-DNA inh 0% and RGS4 inh -17%.
COc1ccccc1-c1nnc(SCC(=O)N2CCOCC2)o1 was read as 12-LOX inh 396%[activator], LDHA inh 0, Apoferritin bind -10%, POLK inh -18%, Pol eta inh -21%, Pol beta inh 2%, APEX1 inh 0%, ERG-DNA inh 15% and RGS4 inh -6%.
`O=C(C1CCCCC1)N1CCC(n2nnc3ccccc32)CC1` gave 12-LOX inh 0%, LDHA inh -4, Apoferritin bind -6%, POLK inh -7%, Pol eta inh -5%, Pol beta inh 5%, APEX1 inh 6%, ERG-DNA inh 2% and RGS4 inh -4%.
For Cc1cccc(NS(=O)(=O)c2cc(C(=O)NCc3ccccn3)ccc2C)c1 the results were 12-LOX inh 2%, LDHA inh -7, Apoferritin bind -20%, POLK inh -14%, Pol eta inh -22%, Pol beta inh -19%, APEX1 inh 10%, ERG-DNA inh -6% and RGS4 inh -22%.
For Cc1ccc(S(=O)(=O)NC(C(=O)N2CCOCCOCCOCCOCC2)C(C)C)cc1 (centres undefined) the results were 12-LOX inh -3%, LDHA inh -1, Apoferritin bind -6%, POLK inh 2%, Pol eta inh -9%, Pol beta inh 16%, APEX1 inh 30%, ERG-DNA inh -3% and RGS4 inh -18%.
For COc1ccc(/C=N/NC(=O)CNc2ccc(Br)cc2)c(C(=O)O)c1OC the results were 12-LOX inh 1%, LDHA inh 0, Apoferritin bind inconclusive, POLK inh -20%, Pol eta inh 3%, Pol beta inh -7%, APEX1 inh -3%, ERG-DNA inh 7% and RGS4 inh -3%.
For Cn1c(CC(=O)NCCO)c(Sc2ccccc2)c2ccccc21 the results were 12-LOX inh 0%, LDHA inh -8, Apoferritin bind 5%, POLK inh -10%, Pol eta inh -22%, Pol beta inh 7%, APEX1 inh -1%, ERG-DNA inh 0% and RGS4 inh 7%.
`CCCS(=O)(=O)N1CCN(Cc2ccncc2)CC1` gave 12-LOX inh inconclusive, LDHA inh -22, Apoferritin bind -3%, POLK inh -1%, Pol eta inh -7%, Pol beta inh 1%, APEX1 inh -3% and RGS4 inh 4%.
Cc1cc(NC(=O)CSc2nc3cc(Cl)ccc3o2)no1 was read as 12-LOX inh -17%, LDHA inh -2, Apoferritin bind 6%, POLK inh -3%, Pol eta inh -4%, Pol beta inh -1%, APEX1 inh 21%, ERG-DNA inh -5% and RGS4 inh 1%.
`Cc1ccc(S(=O)(=O)C(CNC(=O)COc2ccccc2)c2ccco2)cc1` (centres undefined) gave 12-LOX inh -52%, LDHA inh 2, Apoferritin bind 3%, POLK inh -9%[60.1 µM], Pol eta inh -5%, Pol beta inh 28%, ERG-DNA inh -4% and RGS4 inh 22%.
For Cc1cccc(N(Cc2cc3ccccc3[nH]c2=O)C(=O)c2ccco2)c1C the results were 12-LOX inh 11%, LDHA inh -1, Apoferritin bind -7%, POLK inh -3%, Pol eta inh -11%, Pol beta inh 6%, APEX1 inh 3%, ERG-DNA inh -6% and RGS4 inh 13%.
For O=C1CNC(=O)N1c1ccc(Cl)cc1 the results were 12-LOX inh 0%, LDHA inh -1, Apoferritin bind 1%, POLK inh -1%, Pol eta inh -19%, Pol beta inh 3%, APEX1 inh 38%, ERG-DNA inh -7% and RGS4 inh -10%[56.9 µM].
For CCc1ccccc1NS(=O)(=O)c1ccc2c(c1)C(C)(C)C(=O)N2C the results were 12-LOX inh inconclusive, LDHA inh 2, Apoferritin bind -14%, POLK inh -10%, Pol eta inh -3%, Pol beta inh 42%, APEX1 inh -13%, ERG-DNA inh -17% and RGS4 inh 0%.
Cc1c(NC(=O)OCCNC(=O)Nc2ccccc2)sc(=S)n1C was read as 12-LOX inh 2%, LDHA inh -5, Apoferritin bind -11%, POLK inh 8%, Pol eta inh 1%, Pol beta inh 8%, APEX1 inh -4%, ERG-DNA inh 1% and RGS4 inh -31%.
For CC(C)(C)CC(=O)NCCc1csc(-c2ccccc2)n1 the results were 12-LOX inh -12%, LDHA inh -4, Apoferritin bind inconclusive, POLK inh 7%, Pol eta inh inconclusive, Pol beta inh 29%, APEX1 inh 7%, ERG-DNA inh -7% and RGS4 inh 10%[11.4 µM].

Screening results (PubChem)

The list is partial; count on the stated rates, not on these rows.
